DAX1 inh-1 – NR0B1 (DAX1) inhibition. P51843. HEK293 Gal4-DAX1 luciferase reporter, luminescence. inhibition, % at 6.75 µM. 340,000 tested, 0.99% active. AID 504766;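 active = inhibition above the mean over all tested compounds plus 3 SD, cut at about 4.2% in these data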;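 also: 0% = DAX1-transfected cells with DMSO and 100% = empty-vector control cells with DMSO; inhibition shows as a rise in luminescence from relieved DAX1 repression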
sPLA2-III inh – Blocks human group III sPLA2 activity; Q9NZ20; QFRET BODIPY PC-A2 liposome hydrolysis, fluorescence; inhibition, % at 12.2 µM; 370,000 tested, 0.56% active; AID 743126;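 active = inhibition above mean plus 3 SD of compounds lying within the high and low control bounds, cut at about 19% in these data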;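 also: 0% = median of test compound wells and 100% = no enzyme DMSO wells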
DAX1 inh-2 – inhibitors of DAX1 repression of SF-1 activated StAR promoter; HEK293T StAR-luciferase reporter, SF-1/DAX-1 repression relief; inhibition, % at 6.8 µM; 370,000 tested, 1.1% active; AID 652010;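 active = inhibition above the mean over all tested compounds plus 3 SD, cut at about 3.6% in these data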;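 also: 0% = DAX-1 cells with DMSO and 100% = cells lacking DAX-1 with DMSO; higher inhibition means more luminescence from relief of DAX-1 repression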
hgDAF12 agonist – agonists of H. glycines DAF-12 nuclear receptor; AID 687014; activation, % at 6.8 µM; 370,000 tested, 1.8% active; HEK293 GAL4-hgDAF12 UAS-luciferase reporter, agonist luminescence; normalized to butyrate control;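 active = activation above a cutoff set at the mean of all screened compounds plus 3 SD, cut at about 10% in these data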;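 also: 0% = DMSO wells and 100% = sodium butyrate wells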
hcDAF-12 act – H. contortus DAF-12 activation, primary screen | AID 652067 | 370,000 tested, 1.4% active | HEK293 hcDAF-12 lit1-tk-luc reporter, luminescence; 0% DMSO, 100% Δ7-dafachronic acid | activation, % at 6.8 µM;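 active = activation above the mean of all tested compounds plus 3 SD, cut at about 5.5% in these data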;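 also: 100% = response to 3 µM Δ7-dafachronic acid high control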
KLK7 zymogen act – proKLK7 (human) activation, primary screen. P49862. purified proKLK7, EDANS-DABCYL substrate fluorescence; 100% is mature enzyme control, 0% vehicle. activation, % at 7 µM. 370,000 tested, 0.9% active;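 active = activation above the mean of all tested compounds plus 3 SD, computed per campaign excluding outliers beyond control limits, cut at about 13% in these data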
SMARCA2 activ – increases SMARCA2 function in MMTV reporter cells | MG213 cells, MMTV-luciferase reporter, dexamethasone, overnight | activation, % at 9.1 µM | 370,000 tested, 1% active | AID 652017; in the data active = activation above about 7.8%;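 also: 0% = vehicle wells and 100% = reference activator wells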
ssDAF-12 act – activators of S. stercoralis DAF-12 nuclear receptor | HEK293 ssDAF-12/GRIP1 lit1-tk-luc reporter, luminescence; % of 3 µM dafachronic acid response | activation, % at 6.8 µM | 370,000 tested, 1% active;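 active = activation above the mean over all tested compounds plus 3 SD, cut at about 0.9% in these data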;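 also: 0% = DMSO-only wells and 100% = 3 µM delta7-dafachronic acid wells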
NPR1 activator – GC-A (human) enzyme activation | AID 1671463 | 370,000 tested, 0.14% active | HEK293 GC-A cells, cGMP TR-FRET, EC30 ANP; 0% at EC30 ANP, 100% saturating ANP | P16066 | activation, % at 10 µM; in the data active = activation above about 40%
Target sequence (P16066 whole entry, looked up): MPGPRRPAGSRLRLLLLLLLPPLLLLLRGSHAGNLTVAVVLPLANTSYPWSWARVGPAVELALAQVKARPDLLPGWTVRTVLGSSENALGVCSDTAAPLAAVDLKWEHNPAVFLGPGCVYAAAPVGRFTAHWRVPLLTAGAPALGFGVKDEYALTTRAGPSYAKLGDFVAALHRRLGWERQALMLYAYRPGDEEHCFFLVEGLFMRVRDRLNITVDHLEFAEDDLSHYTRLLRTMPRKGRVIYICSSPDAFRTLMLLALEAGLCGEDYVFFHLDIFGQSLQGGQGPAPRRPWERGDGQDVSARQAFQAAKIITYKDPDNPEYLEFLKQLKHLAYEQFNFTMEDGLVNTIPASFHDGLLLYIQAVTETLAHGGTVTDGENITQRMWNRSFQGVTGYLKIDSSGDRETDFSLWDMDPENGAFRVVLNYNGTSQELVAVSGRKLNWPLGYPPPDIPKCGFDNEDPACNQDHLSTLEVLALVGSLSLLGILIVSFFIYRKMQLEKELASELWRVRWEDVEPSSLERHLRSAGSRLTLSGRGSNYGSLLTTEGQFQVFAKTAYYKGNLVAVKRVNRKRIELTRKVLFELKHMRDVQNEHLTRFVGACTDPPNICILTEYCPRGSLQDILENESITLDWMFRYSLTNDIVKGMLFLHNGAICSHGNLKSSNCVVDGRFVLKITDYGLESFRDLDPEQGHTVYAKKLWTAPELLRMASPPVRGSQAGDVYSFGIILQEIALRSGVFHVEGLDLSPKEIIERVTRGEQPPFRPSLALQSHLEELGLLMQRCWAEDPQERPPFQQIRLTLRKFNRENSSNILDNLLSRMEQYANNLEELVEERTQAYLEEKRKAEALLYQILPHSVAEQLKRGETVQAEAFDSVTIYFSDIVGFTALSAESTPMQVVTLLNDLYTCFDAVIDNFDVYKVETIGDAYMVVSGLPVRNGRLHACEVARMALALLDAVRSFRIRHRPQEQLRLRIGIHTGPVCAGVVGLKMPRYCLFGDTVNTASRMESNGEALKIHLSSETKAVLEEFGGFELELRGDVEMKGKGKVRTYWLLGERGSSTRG
FXN GAA850 act – activators of GAA850 frataxin (FXN) promoter; 360,000 tested, 0.56% active; activation, % at 6 µM; HEK293 lucGAA850 FXN promoter luciferase reporter, 24 h; percent of 10 µM SAHA response;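 active = activation above the average of all compounds screened plus 3 SD, cutoff fixed separately per campaign, cut at about 7.5% in these data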;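 also: 0% = DMSO wells and 100% = 10 µM SAHA wells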
GC-B act – GC-B (human) receptor activation; P20594; 370,000 tested, 0.11% active; activation, % at 10 µM; AID 1920062; HEK293-GC-B cells, CNP EC30, cGMP TR-FRET; 0% at EC30 CNP, 100% saturating CNP;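 active = activation at 10 µM reaching about 35% in either raw or pattern-adjusted values, limit read from the data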
* marks the source's active call; other numbers are inactive results.

SMILES	DAX1 inh-1	sPLA2-III inh	DAX1 inh-2	hgDAF12 agonist	hcDAF-12 act	KLK7 zymogen act	SMARCA2 activ	ssDAF-12 act	NPR1 activator	FXN GAA850 act	GC-B act
C[C@@H]1CN(S(=O)C(C)(C)C)[C@@H](CCO)/C1=C\c1ccccc1 (stereo not given in full)	0.7	-6	-0.8	0.7	0.0	-0.3	-3	-1.8	4	-2.1	0
Cc1cccc(N2CCN(C(=O)n3ccnc3)CC2)c1C	-0.4	3	-1.1	-2.5	-0.3	0.4	-3	-0.8	-1	0.3	1
CC(C)(C)NC(=O)CN(C(=O)c1ccc(CN2CCOCC2)o1)c1ccc2c(c1)OCCO2	-0.4	3	0.3	0.8	-1.2	0.0	-1	-1.3	0	-1.7	1
COc1ccc(-n2nnnc2SCc2nc3ccccc3s2)cc1	1.4	-22	1.2	9.4	8.1*	-1.1	6	1.1*	0	2.0	0
COc1ccc(C(=O)NC2=Nc3ccccc3N=C(C)C2c2ccccc2)cc1 (stereo not given)	18*	9	9.6*	59*	8.9*	0.3	-1	0.9*	-9	4.6	-5
CCN(CC)CCCN1C(=O)C(O)=C(C(=O)c2ccc(C)o2)C1c1ccc(C)o1 (stereo not given)	0.1	-5	-0.1	1.6	-2.4	-0.1	2	-0.8	3	0.0	1
O=C(c1cc(COc2ccc(F)cc2Cl)on1)N1CCc2sccc2C1	0.4	2	0.0	3.7	-0.9	0.1	3	-0.6	4	0.9	2
O=C(CCc1ccc(O)c(O)c1)N/N=C/c1cc2c(cc1[N+](=O)[O-])OCO2	0.9	-2	1.6	-0.8	-1.2	-2.5	-1	-1.2	-3	-0.4	-2
Cc1cc(N2CCOCC2)n2ncc(-c3ccccc3)c2n1	-2.2	2	1.0	3.2	9.4*	0.3	-1	-0.5	4	-3.0	3
C=C(C)CSc1nc(N)c(C#N)c(-c2ccc(C)cc2)c1C#N	1.3	-12	-0.1	-0.5	-1.6	-0.2	1	-1.9	7	1.9	-5
COc1ccc2[nH]c3c(c2c1)CCN1C(=O)C(CC(=O)NCc2ccco2)C[C@H](C(=O)N(C(C)C)C(C)C)[C@@]31C (stereo not given in full)	-0.7	-14	0.5	-0.6	-2.8	-1.1	-2	-0.8	0	-4.4	1
O=C(Nc1ccccc1OC(F)F)c1cc2c(s1)CCC2	3.6	-6	0.2	6.9	5.4	-1.0	4	-0.9	-3	4.2	2
O=C(Cn1cnc2ccccc21)N1CCc2ccccc21	0.3	2	-0.1	-0.4	0.9	0.1	1	-1.2	-1	0.3	0
O=C(c1cc(-c2ccc(O)cc2)on1)N1CCCC1	1.8	-1	2.6	15*	4.9	-0.5	6	0.7	1	0.8	-2
C=CCOc1c(CNc2ncn[nH]2)cccc1OC	0.1	1	-0.2	1.5	-1.6	-0.2	-2	-0.9	-2	0.8	-4
CC1CN(C(=S)NC(=O)c2ccco2)CC(C)O1 (stereo not given)	2.1	22*	-0.1	-2.2	-0.4	-0.2	-1	-1.2	4	-0.5	4
O=C(NCC(c1ccco1)N1CCCC1)c1cc(S(=O)(=O)N2CCOCC2)ccc1Cl (stereo not given)	-1.1	-3	-0.3	-2.0	-1.9	-0.4	2	-1.6	4	-0.5	-1
O=C(NCCCn1ccnc1)C(=O)c1cn(CC(=O)N2CCCCCC2)c2ccccc12	0.8	-1	0.5	-0.7	0.6	-0.7	-1	-1.2	1	-0.2	0
N#Cc1ccc(-c2csc(NC(=O)c3ccc(N4C(=O)CCC4=O)cc3)n2)cc1	0.9	3	0.4	1.8	-0.6	0.2	-2	-0.5	9	0.6	3
O=C1CSc2ccc(C(=O)NCCc3ccc(Cl)cc3Cl)cc2N1	0.8	-5	2.8	2.1	-0.1	0.1	-4	-1.1	-3	-0.7	0
Cc1cccc(CN2C(=O)[C@@H]3Cc4c([nH]c5ccccc45)C(C)(C)N3C2=O)c1	-1.9	-25	-0.9	-4.2	-3.4	2.2	-2	-2.1	8	0.9	9
Cc1ccc2nc(C)cc(C(=O)Nc3nccs3)c2c1	-0.3	-1	-0.5	-1.2	-0.4	-0.6	-1	-0.6	3	-0.7	9
Cc1ccc(N(CC(=O)NC(C)C)C(=O)CCC(=O)Nc2ccccn2)cc1	-0.6	-3	0.2	-0.7	1.0	0.7	-1	-0.9	3	0.5	5
CCOC(=O)c1c(-c2cccc(C)c2)csc1NC(=O)C1CC=CCC1C(=O)O (stereo not given)	-0.1	-5	-0.2	2.8	-1.3	0.1	0	-1.1	1	0.1	-2
N#Cc1ccc(CSc2ncccn2)cc1	1.9	-2	-0.1	-1.4	-0.1	0.0	0	-0.5	0	2.1	4
O=C(CN1C(=O)NC(c2ccccc2)(c2ccccc2)C1=O)NCCNCCO	-0.2	6	0.0	-1.0	-0.6	-0.8	-4	-0.7	3	1.8	-1
Cc1ccc(N2C(=O)CC(N3CCSCC3)C2=O)c(C)c1 (stereo not given)	1.7	-4	-0.1	1.3	0.2	-0.7	0	-0.5	1	1.6	2
CCC/C(=N\NC(=O)c1cccc(C)c1)c1ccccc1	0.5	-1	0.8	5.3	1.9	-0.1	3	-0.8	-3	2.3	1
COC(=O)c1cc(N2C(=O)C3C4C=CC(CC4)C3C2=O)ccc1Cl (stereo not given)	-0.1	-1	0.3	3.0	0.6	0.2	-1	-0.5	0	-0.5	3
COc1cc(C)nc(SCC(N)=O)n1	0.9	1	0.0	1.3	0.0	0.4	2	-0.9	0	4.3	1
O=C(NCc1ccco1)/C(=C/c1ccc(C(F)(F)F)cc1)c1nc2ccccc2[nH]1	2.6	-4	-0.5	6.2	-0.9	61*	2	0.2	0	2.6	-4
Cc1nnnn1-c1ccc(CC(=O)O)cc1	-0.7	5	0.8	-0.2	0.7	0.3	-2	-0.3	1	0.9	7
CCC(=O)c1ccc(OCC(=O)Nc2ccccc2N2CCCCC2)cc1	0.3	2	1.4	2.1	-1.1	-0.5	-2	-1.0	-1	1.1	-4
COc1ccc2oc(C(=O)N(CC(C)C)C3CCS(=O)(=O)C3)c(C)c2c1 (stereo not given)	-2.1	3	1.5	0.2	-2.0	0.1	-1	-0.9	1	3.6	-3
COc1cc(C(=O)N[C@@H](Cc2c[nH]c3ccccc23)C(=O)O)cc(OC)c1OC	-0.1	-35	0.3	1.7	2.6	0.7	-1	0.3	1	0.2	5
Cc1ccc(Nc2ncccc2C(N)=O)cc1[N+](=O)[O-]	3.1	-2	1.6	16*	2.8	-0.4	7	-0.4	2	10*	-7
COc1ccc(C2(CNC(=O)c3ccccc3[N+](=O)[O-])CCOCC2)cc1	-1.2	5	-0.1	-4.9	-1.7	0.2	-4	-0.6	-3	1.9	-9
CC(C)NC(=S)N/N=C/c1sc(N2CCCCC2)nc1-c1cccs1	-0.3	0	-0.2	2.1	0.4	-1.3	-1	-0.6	0	3.2	-6
COC(=O)c1nc(NC(=O)C(C)C)n[nH]1	0.2	4	0.3	3.2	-0.9	-0.2	-3	-1.3	2	-0.1	-1
O=C(CNCCO)NC12CC3CC(CC(C3)C1)C2	1.6	3	-0.4	0.5	-1.7	0.5	-4	-0.8	-2	-1.3	1

Compound profiles (already shown). Order of screens: DAX1 inh-1, sPLA2-III inh, DAX1 inh-2, hgDAF12 agonist, hcDAF-12 act, KLK7 zymogen act, SMARCA2 activ, ssDAF-12 act, NPR1 activator, FXN GAA850 act, GC-B act
`COC(=O)c1nc(NC(=O)C(C)C)n[nH]1` as listed: 0.2, 4, 0.3, 3.2, -0.9, -0.2, -3, -1.3, 2, -0.1, -1
`CC(C)NC(=S)N/N=C/c1sc(N2CCCCC2)nc1-c1cccs1` as listed: -0.3, 0, -0.2, 2.1, 0.4, -1.3, -1, -0.6, 0, 3.2, -6
`O=C(CNCCO)NC12CC3CC(CC(C3)C1)C2` as listed: 1.6, 3, -0.4, 0.5, -1.7, 0.5, -4, -0.8, -2, -1.3, 1

(further entries)
SMILES	DAX1 inh-1	sPLA2-III inh	DAX1 inh-2	hgDAF12 agonist	hcDAF-12 act	KLK7 zymogen act	SMARCA2 activ	ssDAF-12 act	NPR1 activator	FXN GAA850 act	GC-B act
COc1ccc(-c2nc3ccccc3o2)cc1NC(=O)c1ccc(Br)o1	1.4	-2	0.0	4.7	-0.5	0.6	3	-1.3	9	0.8	-5
C=CCNC(=O)/C(C#N)=C/c1c(N2CCN(c3cccc(Cl)c3)CC2)nc2c(C)cccn2c1=O	-0.9	8	-0.2	0.0	1.6	14*	-1	-1.4	9	1.7	-2
CCOc1ccc(C(=O)NCC(=O)OC2CCOC2=O)cc1OCC (stereo not given)	1.6	0	0.5	3.2	-0.7	0.1	-2	-0.5	3	-0.7	-10
COc1cc(C2C3=C(CC(C)(C)CC3=O)OC3=C2C(=O)CC(C)(C)C3)cc([N+](=O)[O-])c1O	-0.4	-26	-0.5	-1.9	-1.2	0.1	0	-1.1	-1	1.2	-1
O=C(N/N=C/c1ccc(O)cc1)c1ccc(NC(=O)c2ccccc2Br)cc1	0.4	-4	-0.1	0.2	-1.4	-0.5	2	-1.4	2	4.2	0
Cn1cc(CN2CCCC(C(=O)c3nccn3C)C2)c(-c2cccc(Cl)c2)n1 (stereo not given)	0.7	-4	-0.9	0.1	-1.1	0.3	0	-0.5	-5	-1.2	-5
CC(C)CCCN1C(Nc2ccccc2)=NC[C@@H]1CC(C)C	1.1	-4	-0.1	2.4	0.8	0.0	1	-1.0	-8	-1.4	-17
COC(=O)/C(C#N)=C/c1ccc(N2CCOCC2)c([N+](=O)[O-])c1	0.2	5	0.2	0.7	-2.0	0.5	2	-2.0	-6	0.9	-1
Cc1ccccc1OCC(=O)OCC(=O)Nc1ccc(N2CCOCC2)cc1	-0.2	-1	-1.0	2.5	0.9	0.1	-2	-1.3	2	0.5	-6
O=C(O)C1CCC(CNCc2ccccc2Cl)CC1 (stereo not given)	0.2	1	0.0	-1.6	1.4	-0.4	-1	-0.7	4	0.6	1
Cc1ccc(C)c(S(=O)(=O)N2CCN(C(=O)CCC(=O)NCc3ccc(Cl)cc3Cl)CC2)c1	-0.3	-34	-1.9	-1.1	-1.3	-0.1	-3	-1.8	-6	2.0	-1
Cc1cc(=O)n(C(C)(C)C)c(=O)n1Cc1ccccc1	0.3	2	-0.2	1.2	-2.1	0.0	-2	-0.7	0	1.9	3
COc1cc(C(=O)Nc2sc3c(c2C(=O)O)CCC(C)C3)cc(OC)c1OC (stereo not given)	1.1	5	0.5	2.5	1.9	0.7	-4	-0.2	-2	2.2	-2
Cc1nn(-c2ccccc2)nc1C(=O)NN	-0.8	15	0.1	-0.3	-0.5	0.6	-1	-0.5	-8	-0.6	6
O=C(CN1CCN(c2ccccn2)CC1)Nc1cccc(Cl)c1Cl	-0.3	-2	-0.1	-0.5	-2.2	0.5	-3	-1.2	12	0.2	3
CCN=C1SC(CC(=O)Nc2ccc(N3CCOCC3)cc2)C(=O)N1CC (stereo not given)	-1.0	-1	-0.2	-1.0	1.0	-0.1	1	-1.6	5	-0.5	-1

Screens deposited in PubChem by several laboratories.
